Source: PubChem
GAA spleen mod: inhibits or activates alpha-glucosidase in human spleen homogenate. P10253. human spleen homogenate, 4-MU-alpha-glucoside fluorescence. Potency, µM (series often up to 79.9 µM), for the others: top-dose activity change, negative = inhibition, hits mostly inhibitors. actives 0.006% (n = 240,000). AID 2112;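 further: 0% = enzyme with vehicle and -100% = no enzyme basal signal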
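Enzyme source: human spleen homogenate, 1 ug/well. Buffer 50 mM citric acid/K phosphate pH 5.0, 0.01% Tween-20. 4-MU-alpha-glucoside 1 mM; 37 C x 40 min; NaOH/glycine stop; fluorescence.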
GLA spleen mod: inhibits or activates alpha-galactosidase in human spleen homogenate; P06280; human spleen homogenate, 4MU-alpha-Gal fluorescence, 40 min; Potency, µM (top dose mostly 80 µM), for inactives: at the top dose activity change, negative = inhibition, actives largely listed as inhibitors; actives 0.008% (n = 240,000); AID 2107;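 further: 0% = enzyme with vehicle and -100% = no enzyme basal signal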
Target sequence (P06280 32-429 limits assumed): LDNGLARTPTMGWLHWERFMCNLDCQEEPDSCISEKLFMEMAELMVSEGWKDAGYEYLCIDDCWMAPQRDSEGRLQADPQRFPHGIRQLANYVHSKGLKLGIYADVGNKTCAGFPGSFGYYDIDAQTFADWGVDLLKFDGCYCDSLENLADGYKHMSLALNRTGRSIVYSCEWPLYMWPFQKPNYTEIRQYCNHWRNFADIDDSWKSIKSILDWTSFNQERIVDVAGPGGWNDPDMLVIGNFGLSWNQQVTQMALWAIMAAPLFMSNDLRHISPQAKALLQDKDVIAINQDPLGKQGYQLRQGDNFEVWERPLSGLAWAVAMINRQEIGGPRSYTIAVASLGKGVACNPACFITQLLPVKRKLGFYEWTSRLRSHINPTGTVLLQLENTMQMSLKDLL
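qHTS titration in buffer at pH 5.0. Alpha-galactosidase activity in spleen homogenate was measured via 4-methylumbelliferone release from 1 mM fluorogenic substrate after 40 min at 37C and a pH 10 stop. AC50 came from Hill fits of control-normalized data.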
GAA inh: blocks human lysosomal alpha-glucosidase; P10253; actives 0.005% (n = 200,000); Potency, µM (doses to about 76.9 µM), for inactives: top-dose activity change, negative = inhibition, most hits filed as inhibitors; purified human GAA, 4-MU-alpha-glucoside fluorescence;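 further: plate controls were uninhibited enzyme wells for no effect and no-enzyme background for full effect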
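Read-out is 4-methylumbelliferone fluorescence (Ex 365/Em 440 nm) after NaOH/glycine stop at pH 10. Enzyme 4 nM, substrate 400 uM, pH 5.0 citrate buffer, 20 min room temperature; AC50 from Hill-equation concentration-response.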
Epigenetic reg: regulators of epigenetic silencing causing reporter derepression in mouse cells | murine LDR cells, GFP reporter derepression, 30 h | Potency, µM (titrated, usually from 53.9 µM), inactives show at the highest dose GFP activation, usual class: activators | actives 0.2% (n = 280,000) | AID 1865; further: % of control where 0% means no effect; nearly all actives have a fitted effect of over 60% in size
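GFP-positive cell count by laser-scanning cytometry (objects 20–120 um) after 30 h, 37 C compound exposure of murine LDR cells; reporter is CMV-GFP integrated at a silenced locus, inducible by HDAC or DNMT inhibitors.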
GAA glycogen: alters human alpha-glucosidase cleavage of glycogen. Potency, µM (doses to about 76.4 µM), for inactives: top-dose activity change, negative = inhibition, actives largely listed as inhibitors. P10253. recombinant GAA, glycogen substrate, Amplex Red glucose oxidase fluorescence. actives 0.38% (n = 300,000);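 further: 0% = full enzyme reaction and -100% = no-enzyme basal signal; the screen sought inhibitors and activators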
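Recombinant enzyme (4 nM final) with compounds titrated up to 77 uM and bovine liver glycogen (30 ug) in citrate pH 5.0, 0.01% Tween-20, 37 C 40 min. Released glucose detected by Amplex Red/glucose oxidase (Ex 573/Em 610); AC50 from Hill fits.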
Tau fluor cs: counter-screen for tau fibril formation inhibitors. tau K18 P301L (four-repeat tau fragment) Alexa594 fluorescence, heparin fibrillization. Potency, µM (highest dose often 57.7 µM), inactives show at the highest dose activity change, negative = decrease. actives 0.93% (n = 280,000). AID 1463; further: on the % scale 0 is the no-effect control and ±100 the full control effect; nearly all actives have a fitted effect of over 55% in size
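Human K18 P301L tau (15 uM unlabeled plus 0.24 uM Alexa 594-labeled, final) in 100 mM sodium acetate pH 7 was mixed with compound and 20 uM heparin and incubated 6 hr at 37 C.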
NPSR antagonist: blocks cAMP signaling of the human neuropeptide S receptor; actives 1% (n = 220,000); Q6W5P4; Potency, µM (titrated, usually from 38.3 µM), for inactives: top-dose activity change, negative = inhibition, most hits filed as inhibitors; CHO-NPSR cells, cAMP TR-FRET, antagonist mode; further: on the % scale 0 is the no-effect control and ±100 the full control effect; nearly all actives have a fitted effect of over 50% in size; many of its hits are not listed in these tables
Target sequence (Q6W5P4 whole entry, looked up): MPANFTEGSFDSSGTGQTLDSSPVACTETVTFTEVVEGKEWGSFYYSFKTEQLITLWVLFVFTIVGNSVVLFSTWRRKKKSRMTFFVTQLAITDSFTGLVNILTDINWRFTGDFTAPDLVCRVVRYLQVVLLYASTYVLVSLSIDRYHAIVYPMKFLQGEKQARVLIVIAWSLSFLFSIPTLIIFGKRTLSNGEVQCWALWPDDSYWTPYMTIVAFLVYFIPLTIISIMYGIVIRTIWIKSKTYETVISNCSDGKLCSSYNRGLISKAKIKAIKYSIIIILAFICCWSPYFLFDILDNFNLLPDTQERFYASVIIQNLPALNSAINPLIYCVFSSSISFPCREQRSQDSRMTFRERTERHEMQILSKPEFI
ALDH1A1 inh: inhibitors of human aldehyde dehydrogenase 1A1; P00352; Purified ALDH1A1, NADH fluorescence, propionaldehyde substrate; Potency, µM (series often up to 75.3 µM), for the others: at the highest dose activity, negative = inhibition, hits mostly inhibitors; actives 7.3% (n = 220,000); AID 1030; active means well fitted inhibition curve with a large enough effect, not every such curve was filed as active; inconclusive means small, poorly fitted or top-dose-only effect, or another doubt; inactive means no such curve, though single readings can be large or run the other way;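 further: plate controls were no enzyme wells and a reference inhibitor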
* hit, by the source's call; ? = inconclusive; · = not tested or not shown; & = joins results of further samples; [ ] = remark or other dose. Unless noted, the call rests on the fitted dose curve; in most records, active means well fitted curve in the direction sought with a large enough effect; inconclusive means small, poorly fitted or top-dose-only effect, or another doubt; inactive means no such curve, though single readings can be large; an effect the other way counts as inactive or inconclusive. Potency means the concentration at half of the fitted maximal effect. An excerpt; the hit share may differ from the screen's.

SMILES	Tau fluor cs	Epigenetic reg	GAA spleen mod	GAA inh	ALDH1A1 inh	GLA spleen mod	GAA glycogen	NPSR antagonist
Cc1csc(NC(=O)CSCC(=O)O)c1-c1nc2ccccc2s1	-12%	-1.6%	4%	-4%	?	0%	5%	?
O=C(NC1CCN(S(=O)(=O)c2ccccc2)CC1)C1CCCCC1	-3%	0.0%	4%	-10%	-11%	2%	3%	-2%[46.1 µM]
CCc1ccccc1NC1=CC(=O)CC(C)(C)C1	0%	1.3%	0%	3%	-4%	0%	-2%	-10%
O=C(O)CCC(=O)Nc1ccc(Br)c(Cl)c1	-14%	-1.1%	4%	-2%	5%	12%	-3%	-5%[46.1 µM]
Cc1occc1-c1n[nH]c(=S)n1CC(C)C	-1%	-1.0%	1%	3%	4%	16%	-6%	-3%
CN1C(=S)SC2CS(=O)(=O)CC21 (configuration not stated)	-4%	0.1%	-2%	·	·	4%	5%	14%
CCCCN(C(=O)CN1C(=O)C2CC=CCC2C1=O)c1c(N)n(CCC)c(=O)[nH]c1=O (configuration not stated)	-6%	-0.9%	-2%	1%	9%	-4%	6%	-1%[46.1 µM]
O=C(O)C1CCN(C(=O)CCc2ccccc2)CC1	-5%	1.6%	4%	1%	3%	2%	-4%	-20%
CCOc1ccccc1Nc1nnc(SCc2ccc(C(=O)OC)o2)s1	-29%	1.5%	-4%	-9%	?	9%	-8%	-22%[46.1 µM]
Cc1ccc(CN2CCN(CCCc3ccccc3)CC2CCO)cc1 (configuration not stated)	-8%	-4.0%	6%	-5%	28µM*	4%	-4%	-11%
CSc1n[nH]c2nc3c(c(=O)n12)C1(CCCCC1)Cc1ccccc1-3	?	1.1%	-25%	?	?	2%	-2%	17%
COc1cc(C)c2c(c1C=O)Oc1c(c(C)c(O)c3c1C(O)OC3=O)OC2=O (configuration not stated)	?	-1.1%&6.1%&0.8%	1%&-1%&-7%	·	-14%&-2%	4%&0%&1%	-10%	-18%
C/C(=N\NC(=O)c1cc(-c2cccnc2)nc2ccccc12)c1ccccc1O	1%	1.1%	-3%	7%	10%	-3%	8%	14%
CC(C)S(=O)(=O)N1CCN(c2ccnc3cc(Cl)ccc23)CC1	-18%	5.4%	-6%	-4%	14µM*	3%	5%	36%
O=C(CCCc1nc2ccccc2s1)NCc1ccc(F)cc1	-1%	-6.4%	3%	2%	?	-2%	8%	7%
CN(Cc1cccnc1)C(=O)CC1C(=O)NCCN1CC(c1ccccc1)c1ccccc1 (configuration not stated)	11%	-4.6%	0%	12%	-11%	5%	-3%	-22%
COCC[N+]1(C)CCCCC1	6%	0.6%	·	0%	8%	-6%	2%	15%
Cc1ccccc1C(=NCCCN(C)C)c1ccccc1C	15%	-1.3%	-9%	3%	1%	9%	2%	10%
COC(=O)c1ccccc1NC(=O)C12CCC(C)(C(=O)O1)C2(C)C (configuration not stated)	0%	1.1%	-2%	2%	?	1%	3%	-10%[46.1 µM]
N=c1ccn(Cc2cccc(Cl)c2)cc1	3%	10%	2%	-12%	?	-4%	2%	-15%[46.1 µM]
C#Cc1cccc(-n2nnc(C(C)=O)c2C)c1	0%	1.1%	6%	-10%	14%	-4%	5%	-17%
CCCCC[C@H](O)/C=C/[C@H]1OC(O)C[C@H](O)[C@@H]1C/C=C\CC(=O)O (some centres not stated)	-7%	-1.1%	4%	·	-13%	-2%	·	·
O=C(CSc1nnc(-c2cccs2)o1)Nc1cccc(S(=O)(=O)N2CCCCC2)c1	-6%	-0.9%	-1%	2%	-5%	-3%	3%	13%
CCOC(=O)N1CCN(c2c(NCc3ccc(Cl)cc3)c(=O)c2=O)CC1	-12%	-3.1%	2%	-1%	?	4%	16%	?
CCC(=O)c1cc2c(cc1NC(=O)c1ccc(C)cc1)OCCO2	-8%	-1.1%	6%	-4%	?	10%	6%	-1%[46.1 µM]

Taken from above:
Tau fluor cs, CCOC(=O)N1CCN(c2c(NCc3ccc(Cl)cc3)c(=O)c2=O)CC1 is entered as -12%
ALDH1A1 inh, O=C(O)CCC(=O)Nc1ccc(Br)c(Cl)c1 is entered as 5%
NPSR antagonist, CCc1ccccc1NC1=CC(=O)CC(C)(C)C1 is entered as -10%

(cont.)
SMILES	Tau fluor cs	Epigenetic reg	GAA spleen mod	GAA inh	ALDH1A1 inh	GLA spleen mod	GAA glycogen	NPSR antagonist
COc1ccccc1NC(=O)CN(c1ccc(C)cc1)S(=O)(=O)c1c(C)n[nH]c1C	-16%	-2.7%	-4%	1%	?	-4%	-12%	?
CCC(CO)NC1=C([N+](=O)[O-])C(=O)CC(C)(C)C1 (configuration not stated)	-4%	0.0%	0%	-3%	0%	-4%	4%	10%[46.1 µM]
Cc1nc2c(C)cccc2cc1C(=O)N/N=C/c1cccnc1	-5%	1.1%	-7%	-7%	6%	-2%	0%	10%
O=C(NC12CC3CC(CC(C3)C1)C2)N1CCN(C(=O)C2CCCO2)CC1 (configuration not stated)	-13%	0.9%	-3%	5%	3%	6%	0%	-2%[46.1 µM]
O=C(NCc1cccs1)c1ccc(CS(=O)(=O)c2ccc(Cl)cc2)o1	-13%	-1.7%	-19%	?	3%	4%	3%	-11%[46.1 µM]
CCc1ccccc1NC(=O)c1cccc(N2C(=O)C3C4CCC(C4)C3C2=O)c1 (configuration not stated)	-6%	0.0%	4%	3%	3%	6%	-10%	8%[46.1 µM]
COc1cc(CNC2CCCC2)c(Br)cc1OC1CCCC1	12%	3.4%	5%	-4%	-11%	4%	-5%	-2%
CCSc1ccc(-c2ccco2)nn1	-18%	0.0%	-5%	0%	?	-3%	2%	17%
Cc1nn(CCOc2ccccc2)c(=O)n1-c1c(F)cccc1F	-11%	0.6%	-6%	-3%	-13%	2%	-1%	-7%[46.1 µM]
CN(C)S(=O)(=O)c1cccc(NC(=O)CSc2nncn2-c2ccccc2)c1	-6%	-3.7%	9%	3%	?	3%	-14%	12%
CCCCNC(=O)c1cc(C)nc2ccccc12	1%	-0.3%	-1%	-4%	8%	3%	7%	-22%
Fc1ccc(NCc2nnc3n2CCCCC3)cc1	-3%	-3.7%	4%	-7%	0%	3%	-1%	15%
COc1ccc(C2N=C(c3ccccc3)NC(c3ccccc3)=N2)cc1	-26%	-1.0%	-1%	-2%	-6%	5%	0%	3%[46.1 µM]
Cc1cc(C)c2cc(CN(Cc3cccnc3)C(=O)c3ccc(F)cc3)c(Cl)nc2c1	0%	-2.0%	2%	10%	-3%	4%	1%	?
O=C(Nc1ccc(Cl)cc1Cl)c1cccc(N2C(=O)C=CC2=O)c1	-25%	1.9%	-8%	6%	12%	-5%	-4%	6%[46.1 µM]
COc1ccc(NC(=S)NNS(=O)(=O)c2ccc3ccccc3c2)c(OC)c1	-16%	3.2%	-15%	13%	22µM*	-14%	2%	0%
Cc1ccc(N=CC=C2OC(C)(C)C(C)(C)O2)cc1	-6%	-1.9%	-4%	-3%	?	-7%	0%	-19%
COc1ccc(Nc2nc(NCc3ccco3)nc(N/N=C/c3ccccc3)n2)cc1	?	-1.0%	-9%	-20%	?	0%	?	?
COCCN(CCOC)C(=O)CC(=O)N(CCOC)CCOC	-9%	-0.3%	1%	2%	10%	3%	-14%	1%[46.1 µM]
CN(C)c1nc(C#N)nc(N(C)C)n1	-2%	-1.2%	-4%	6%	-3%	-4%	0%	29%
COc1ccc(OC)c(Cc2nnc(CCC(=O)N3CCCCC3)o2)c1	7%	1.1%	4%	11%	-1%	-3%	-7%	2%
COc1cccc(-c2cc(N)nn2C(=O)Nc2ccc(Cl)cc2)c1	?	0.0%	-7%	-3%	-2%	-1%	-14%	-7%[46.1 µM]
COc1ccc2c(CC(=O)Nc3ccc(OC)c(S(=O)(=O)N4CCOCC4)c3)coc2c1	-14%	1.1%	1%	0%	-2%	2%	1%	11%
CCOC(=O)N1CCN(C(=O)c2cn(CC)c3ccc(S(=O)(=O)N4CC(C)CC(C)C4)cc3c2=O)CC1 (configuration not stated)	-12%	0.0%	0%	-5%	0%	-9%	-6%	-12%
CCOC(=O)C1CCCN(C(=O)Cc2ccc(OC)c(OC)c2)C1 (configuration not stated)	-3%	-1.1%	-1%	1%	1%	18%	-2%	-11%[46.1 µM]

The closing 2 records of the section before come first, to join the parts:
SMILES	Tau fluor cs	Epigenetic reg	GAA spleen mod	GAA inh	ALDH1A1 inh	GLA spleen mod	GAA glycogen	NPSR antagonist
CCOC(=O)N1CCN(C(=O)c2cn(CC)c3ccc(S(=O)(=O)N4CC(C)CC(C)C4)cc3c2=O)CC1 (configuration not stated)	-12%	0.0%	0%	-5%	0%	-9%	-6%	-12%
CCOC(=O)C1CCCN(C(=O)Cc2ccc(OC)c(OC)c2)C1 (configuration not stated)	-3%	-1.1%	-1%	1%	1%	18%	-2%	-11%[46.1 µM]
CCc1nc(SCC(=O)N2CCCC2)c2ccccc2n1	-10%	-1.0%	4%	4%	12%	5%	3%	-5%[46.1 µM]
COc1ccc(-c2ccnc3nc(/N=C/N(C)C)nn23)cc1	-5%	-0.3%	6%	?	?	22%	-5%	4%
COc1ccc(NC(=O)Cn2c(-c3ccccc3)cc(C(C)=O)c2C)c(OC)c1	-15%	8.1%	-2%	1%	9%	-1%	10%	-20%
CCOC(=O)CCc1c(C)c(C#N)c2nc3ccccc3n2c1-n1ccnc1C	-6%	-0.7%	-5%	3%	-2%	-7%	8%	-17%[46.1 µM]
CC1(C)N=C(c2ccc(Cl)cc2)C(=O)N1	-2%	-1.7%	-3%	5%	2%	2%	-4%	-17%[46.1 µM]
CC(=O)N(C)C1=C(O)c2ccccc2C(=O)C1=O	-21%	-0.9%	5%	0%	?	-1%	-9%	-1%[46.1 µM]
COc1ccc(N2CCN(C3CC(=O)N(C)C3=O)CC2)cc1 (configuration not stated)	0%	0.0%	-7%	10%	-7%	2%	-3%	-8%[46.1 µM]
Cc1c(NC(=O)C(C)OC(=O)c2c3c(nc4ccccc24)CCC3)c(=O)n(-c2ccccc2)n1C (configuration not stated)	-13%	-1.0%	-10%	1%	-4%	-8%	9%	18%
CCc1ccc2[nH]c(=O)c(CN(CCCN3CCOCC3)C(=O)Nc3ccc(F)cc3)cc2c1	-4%	1.0%	-6%	-1%	?	11%	3%	-4%[46.1 µM]
